LYP inhibition: inhibitors of LYP phosphatase, biochemical, fluorescence intensity, uHTS (AID 1779); actives 0.054% (n = 290,000); inhibition, % at 11.5 µM, or IC50 in µM where a hit was titrated; recombinant LYP phosphatase, fluorescence intensity; higher % means a stronger effect; in the data active means inhibition above about 50%;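 further: plate controls were vehicle with enzyme for no effect and no enzyme for full effect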
XIAP antagonists: small molecules displacing peptide from XIAP – biochemical, IAP family, fluorescence polarization (AID 1018); actives 0.007% (n = 200,000); XIAP BIR domain, fluorescence polarization peptide displacement; higher % means a stronger effect; one-dose displacement, % at 20 µM; IC50 in µM for titrated hits; in the data active means displacement above about 50%; further: a part of the inactive calls stands beside numbers as strong as those of hits
Dengue-2 NS5 capping: Dengue-2 NS5 methyltransferase inhibitors, primary screen, biochemical, confirmation dose response (AID 588689). inhibition, % at 25 µM, or IC50 in µM where a hit was titrated. actives 0.3% (n = 340,000). Dengue-2 NS5 methyltransferase capping enzyme assay, biochemical; higher % means a stronger effect; in the data active means a potency from the dose series; inconclusive means inhibition above about 29% without an active follow-up result
RSV antiviral HEp-2: inhibition of RSV-induced cytopathic effect – HEp-2 cells, primary 10 µM value included (AID 2391); CPE inhibition, % at 10 µM; hits with a dose series show IC50 in µM; actives 0.13% (n = 310,000); HEp-2 cells, RSV-induced CPE inhibition; higher % means a stronger effect; in the data active means a potency from the dose series; inconclusive means CPE inhibition mostly from about 23% at the one dose, without a potency; inactive means the rest, 99 in 100 with CPE inhibition below about 21%; further: strong numbers were not always called active
Rac1 GTP hydrolysis: MgcRacGAP GTPase-activating activity inhibitors, confirmation, biochemical, ADP Hunter fluorescence. AID 624330. inhibition, % at 30 µM; hits with a dose series show IC50 in µM. MgcRacGAP-stimulated Rac1 GTP hydrolysis, ADP Hunter fluorescence; higher % means a stronger effect; GST-tagged Rac1 F28L mutant substrate. actives 0.6% (n = 340,000);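 active means first-screen hits whose inhibition reached a set limit at any dose in the follow-up dose series; inconclusive means inhibition above the set first-screen limit but never retested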;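 further: fluorescence reports GDP produced by GAP-driven GTP hydrolysis; strong numbers were not always called active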
HIV peptide binding: inhibitors of HIV fusion peptide binding, primary screen, biochemical, uHTS, fluorescence dequenching (AID 1986); inhibition, % at 20 µM; hits with a dose series show IC50 in µM; cell-free peptide binding, fluorescence dequenching, 30 min; higher % means a stronger effect; actives 0.3% (n = 290,000); in the data active means inhibition mostly above about 52%, no sharp cut-off; inactive means mostly below about 76%; further: some results filed as inactive read as strong as hits
SV40 large T antigen: TAg ATPase/helicase activity blockers – biochemical (AID 1903) | actives 0.39% (n = 310,000) | SV40 large T antigen ATPase/helicase inhibition assay; higher % means a stronger effect | inhibition, % at 20 µM; hits with a dose series show IC50 in µM; in the data active means a potency from the dose series; inconclusive means inhibition mostly from about 32% at the one dose, without a potency; inactive means the rest, 99 in 100 with inhibition below about 32%; further: strong numbers were not always called active
SIAH1 antagonists: Siah-1 peptide-binding antagonists, primary screen, biochemical, fluorescence polarization, rhodamine-plectin, uHTS (AID 1817); Siah-1 / rhodamine-plectin peptide fluorescence polarization; higher % means a stronger effect; displacement, % at 20 µM; hits with a dose series show IC50 in µM; actives 0.02% (n = 290,000);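 active means displacement of at least 50% at 20 µM, with a fluorescence ratio check between 0.3 and a set limit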;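 further: plate controls were Siah plus tracer with DMSO for no effect and tracer alone without Siah for full effect; strong numbers were not always called active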
AID2073: disruptors of CaV2.2 binding to Mint1 – biochemical, HTRF (AID 2073). inhibition, % at 20 µM, or IC50 in µM where a hit was titrated. actives 0.19% (n = 290,000). HTRF protein-protein interaction, Mint1-CaV2.2; higher % means a stronger effect; in the data active means inhibition mostly above about 51%, no sharp cut-off; inconclusive means no clear call, values can overlap the other calls; inactive means mostly below about 53%; further: some results filed as inactive read as strong as hits
Dengue-2 NS5 capping pilot replicate: recorded beside Dengue-2 NS5 capping, whose call it bears; inhibition, %; measured here: pilot screen replicate inhibition
* marks the source's active call; other numbers are inactive results; ? = inconclusive; · = no result given.

SMILES | LYP inhibition | XIAP antagonists | Dengue-2 NS5 capping | RSV antiviral HEp-2 | Rac1 GTP hydrolysis | HIV peptide binding | SV40 large T antigen | SIAH1 antagonists | AID2073 | others
CCN1CCN(CCc2nc3cc(NC(=O)COc4ccc(Cl)cc4)ccc3n2C)CC1 | -6% | · | -2% | · | 4% | -0.4% | 15% | -4% | 15%
CCOC(=O)CNC(=O)c1sc(NC(=O)/C=C/c2ccccc2)nc1C | 2% | · | -3% | -0.4% | -8% | 1.0% | 13% | 0% | 17%
Cc1oc(C(C)(C)C)cc1C(=O)N1CCN(c2ccc(C(F)(F)F)cn2)CC1 | 12% | · | 2% | 8.9% | 8% | 2.8% | 13% | 1% | 3%
COC(=O)CCC(=O)Nc1nccs1 | -5% | -6.5% | 1% | -2.0% | 0% | 1.9% | 1% | 6% | -1%
Nc1nc2n(n1)C(=O)CC(c1ccc(Cl)cc1)N2 (stereo not drawn) | -7% | -10% | -11% | 0.9% | -4% | -0.5% | -20% | 4% | 8%
Clc1ccc(Sc2cc(Cl)c(-c3ccccc3)nn2)cc1 | 3% | -7.4% | -1% | 5.0% | 6% | -2.5% | 6% | -2% | 2%
CCOC(=O)CNC(=O)N1c2ccccc2Sc2ccccc21 | -9% | -4.4% | -3% | 0.7% | 10% | 1.8% | 5% | 5% | 4%
Cc1cccc(-n2ccnc2SCC(=O)Nc2nnc(C)s2)c1 | -9% | -0.9% | -3% | 5.5% | -5% | -2.1% | 8% | -5% | 0%
CC(C)N1C(=O)CCC1C(=O)NCc1ccccc1Cl (stereo not drawn) | -2% | 0.8% | 1% | -0.1% | 5% | 2.2% | 3% | 2% | 0%
CN(C)c1nc(N(C)C)nc(N(C)C)n1 | 0% | -5.7% | -7% | 0.8% | 3% | -0.5% | 3% | 6% | -1%
CCOc1ccccc1C(=O)N(Cc1cccs1)C1CCS(=O)(=O)C1 (stereo not drawn) | -5% | -1.2% | -3% | 2.4% | 8% | 1.4% | 9% | 4% | -1%
Cc1cc(C(=O)COC(=O)C23CC4CC(CC(O)(C4)C2)C3)c(C)n1-c1c(C)n(C)n(-c2ccccc2)c1=O | -1% | -4.3% | -2% | 0.3% | 13% | -2.0% | 13% | 0% | -6%
COc1cc(NS(=O)(=O)c2ccc(NC(=S)NC(=O)c3sc4cc(F)ccc4c3Cl)cc2)nc(OC)n1 | -6% | -5.9% | 4% | 14% | 6% | 24% | 16% | 9% | 23%
Cc1nn(CC(=O)N2CCN(c3ccccc3)CC2)c(C)c1[N+](=O)[O-] | -3% | · | -3% | 1.3% | 2% | -1.6% | 15% | -6% | 8%
CC(C)NC(=S)N/N=C/c1ccc2c(c1)OCCO2 | 1% | -4.2% | -6% | 17% | 10% | 0.7% | 3% | 15% | -1%
COc1cccc(/C=C/C(=O)OCC(=O)Nc2cccc(S(=O)(=O)N(C)C)c2)c1 | -4% | -1.1% | -8% | -1.5% | 3% | 1.5% | 12% | 2% | 22%
COc1cccc(S(=O)(=O)NCc2ccc(C(=O)Nc3ccc(Cl)c(Cl)c3)cc2)c1 | -9% | -5.8% | -1% | 0.2% | 12% | -1.2% | 10% | -4% | 9%
NC(=O)c1ccc(-n2nnnc2SCc2ccc(F)cc2)cc1 | 0% | -7.2% | 10% | 0.2% | 8% | 0.0% | 0% | 6% | -2%
O=C(CNC(=S)N(Cc1ccc(F)cc1)C1CCCCC1)NC1CC1 | -1% | 0.7% | 4% | 1.1% | 3% | -0.8% | 11% | -1% | -50%
CCCc1nnc(NC(=O)CCC(=O)N2CCN(S(=O)(=O)c3ccc(F)cc3)CC2)s1 | -4% | · | -5% | -1.1% | 7% | -1.1% | 10% | -1% | 5%
O=c1c2c3c(sc2nc(NCCOCCO)n1Cc1ccco1)CCCCC3 | 0% | · | -3% | · | 12% | -0.4% | 19% | 40% | -20%
CC1=C(C(=O)OCC2CCCO2)C(c2ccsc2)C2=C(CCCC2=O)N1 (stereo not drawn) | -6% | -6.9% | -16% | 1.0% | -19% | -0.9% | 21% | 0% | ?
CC(=O)Oc1ccc(S(=O)(=O)c2ccc(OC(C)=O)cc2)cc1 | -2% | -2.6% | 1% | 2.4% | -3% | 0.1% | 21% | -1% | -3%
COc1ccc2c(C)cc(SCC(=O)Nc3c(C)n(C)n(-c4ccccc4)c3=O)nc2c1 | -3% | -21% | -10% | 4.6% | 10% | -2.5% | 3% | 0% | -1%
O=C(CSc1nnc(CNC(=O)c2ccccc2)o1)NCc1ccccc1Cl | -5% | · | -4% | 0.6% | 2% | -0.8% | 15% | -1% | -2%

Arranged by formula weight (descending): part of the list above.
SMILES | LYP inhibition | XIAP antagonists | Dengue-2 NS5 capping | RSV antiviral HEp-2 | Rac1 GTP hydrolysis | HIV peptide binding | SV40 large T antigen | SIAH1 antagonists | AID2073 | others
COc1cc(NS(=O)(=O)c2ccc(NC(=S)NC(=O)c3sc4cc(F)ccc4c3Cl)cc2)nc(OC)n1 | -6% | -5.9% | 4% | 14% | 6% | 24% | 16% | 9% | 23%
CCCc1nnc(NC(=O)CCC(=O)N2CCN(S(=O)(=O)c3ccc(F)cc3)CC2)s1 | -4% | · | -5% | -1.1% | 7% | -1.1% | 10% | -1% | 5%
CCOc1ccccc1C(=O)N(Cc1cccs1)C1CCS(=O)(=O)C1 (stereo not drawn) | -5% | -1.2% | -3% | 2.4% | 8% | 1.4% | 9% | 4% | -1%
CCOC(=O)CNC(=O)c1sc(NC(=O)/C=C/c2ccccc2)nc1C | 2% | · | -3% | -0.4% | -8% | 1.0% | 13% | 0% | 17%
Clc1ccc(Sc2cc(Cl)c(-c3ccccc3)nn2)cc1 | 3% | -7.4% | -1% | 5.0% | 6% | -2.5% | 6% | -2% | 2%

Following part:
SMILES | LYP inhibition | XIAP antagonists | Dengue-2 NS5 capping | RSV antiviral HEp-2 | Rac1 GTP hydrolysis | HIV peptide binding | SV40 large T antigen | SIAH1 antagonists | AID2073 | others
Cc1noc(C)c1NC(=O)NCCN1CCN(Cc2ccccc2)CC1 | -6% | · | -9% | 1.6% | 11% | -0.2% | 2% | 0% | 4%
CC(=O)Nc1cccc(NC(=O)c2ccc(COc3ccccc3)cc2)c1 | -8% | · | -5% | · | 7% | -0.8% | · | 1% | 14%
C=CCn1c(SCC(=O)NCCCC)nc2scc(-c3ccco3)c2c1=O | 8% | 1.5% | 2% | 4.9% | 27% | 21% | 33% | 26% | 30%
O=c1n(Cc2ccccc2Cl)nc2n1-c1ccccc1SC2 | 1% | · | -5% | 1.9% | 7% | -0.7% | 8% | -2% | 6%
O=c1[nH]c(=O)n(Cc2ccco2)c2c1C(C(F)(F)F)(C(F)(F)F)N=C(c1ccc(F)cc1)N2 | -11% | -7.9% | 0% | 8.9% | 12% | 1.4% | 3% | -5% | 16%
C#Cc1ccc([C@@H]2C=C(C(=O)NCc3ccccc3)O[C@H](OCc3ccc(CO)cc3)C2)cc1 | 6% | -0.7% | 2% | 5.6% | 11% | 12% | 6% | -3% | 31%
COc1ccc(C)cc1NC(=O)CN1C(=O)CSc2ccc(S(=O)(=O)N3CCCC3)cc21 | -12% | · | 0% | 3.1% | 9% | -1.2% | 4% | 0% | -2%
Cc1ccc(S(=O)(=O)C2(C(=O)Nc3ccc4c(c3)OCO4)CC2)cc1 | -5% | -0.5% | -4% | 1.3% | 4% | -2.7% | 4% | 0% | -2%
COC(=O)C1=C(C)N=C2SC(C#N)=C(N)N2C1c1ccc(OC)cc1 (stereo not drawn) | 3% | -7.5% | -5% | -0.3% | 11% | 0.3% | 14% | -2% | -11%
O=C(O)c1cccc(NC(=O)c2cccc(S(=O)(=O)N3CCc4ccccc4C3)c2)c1 | 5% | -3.2% | -2% | 3.0% | 4% | 7.8% | 22% | 6% | -3%
NC(=O)CN1CCN(S(=O)(=O)c2ccc(Br)cc2)CC1 | -5% | -0.5% | 3% | 0.0% | -6% | -1.2% | 10% | 8% | 20%
CC1CCc2cc(F)ccc2N1C(=O)c1cccs1 (stereo not drawn) | 1% | -6.8% | -4% | 3.8% | 0% | 0.5% | -2% | 0% | -4%
Nc1c(C(=O)OCC2CCCO2)c2nc3ccccc3nc2n1C1CCCC1 (stereo not drawn) | -7% | -1.7% | -6% | 6.5% | -1% | -0.3% | -5% | 5% | 24%
Cc1cccc2sc(N(CCN3CCOCC3)C(=O)CCS(=O)(=O)c3ccccc3)nc12 | · | · | -4% | 2.0% | 8% | · | 3% | · | ·
CC(C)CSc1nc2ccccc2n1CC(=O)O | -6% | 0.5% | 2% | 0.7% | 5% | -0.4% | 9% | -3% | -2%
O=C(c1cccc([N+](=O)[O-])c1)c1ccc2c(c1)OCCOCCOCCO2 | 3% | · | · | 3.5% | · | -0.7% | 15% | -6% | -6%
O=C(C/C=N\OCc1ccc(Cl)cc1Cl)Nc1ccccc1 | -2% | -5.4% | -7% | -0.3% | 0% | -0.2% | 11% | 5% | 1%
Cc1c(-c2ccc(F)cc2)nc(N)c(C#N)c1-c1cccnc1 | -12% | · | · | 4.3% | · | 0.6% | -2% | -7% | -2%
COc1ccc(-c2oc3cccnc3c2C#CCO)cc1 | -23% | · | 2% | 42% | 10% | 1.2% | 19% | 8% | 13%
Cc1cc2ccccc2nc1SCC(=O)N1c2ccccc2CC1C (stereo not drawn) | 2% | -4.9% | 6% | 3.3% | 18% | 2.7% | -3% | -4% | 12%
Cc1ccc(/C=C2\SC(=S)N(CC3CCCO3)C2=O)o1 (stereo not drawn) | 22% | · | 9% | · | 19% | 31% | ? | 6% | -26%
Cc1cc(C(=O)N/N=C/c2cc(Br)cc(Br)c2OC(=O)c2cccc(F)c2)n[nH]1 | 1% | -2.7% | -5% | 18% | 10% | 16% | 8% | 8% | 15%
COc1ccc(OC)c(-c2c3cc(O)c(=O)cc-3oc3cc(O)c(O)cc23)c1 | 14% | -0.2% | -22% | -1.5% | 14% | 122%* | 73% | 58% | ?
O=C(CSc1nc2ncccc2[nH]1)NCc1ccco1 | -9% | · | 1% | 0.8% | 1% | -1.3% | 23% | -6% | 5%
O=C(CN1CCOCC1)N1CCN(S(=O)(=O)c2ccccc2)C1c1ccccc1 (stereo not drawn) | -2% | -3.4% | -4% | -0.2% | 7% | -1.2% | 0% | 1% | -1% | Dengue-2 NS5 capping pilot replicate=-5.8
COc1ccc2c(c1)sc(=N)n2CC(=O)Nc1cc(C)cc(C)c1 | -7% | -17% | 1% | 1.4% | 10% | -1.4% | 0% | 12% | 1%
CCn1c(/C=C/c2c(C)[nH]c3ccccc23)nc2ccccc2c1=O | -2% | -1.2% | 11% | 13% | 7% | 17% | 55% | 7% | 10%
CCc1noc(C)c1C(=O)Nc1sc(C(=O)N(C)C)c(C)c1C(=O)OC | -7% | -4.5% | -3% | 3.4% | 5% | -1.7% | 4% | 3% | 5%
COC(=O)C1=C(C)N(Cc2ccco2)C(=O)/C1=C\c1ccc([N+](=O)[O-])cc1 | -4% | -3.2% | 23% | 5.2% | 40% | 21% | 31% | 2% | 70%
COc1ccc(N2CCN(C(=O)/C=C/c3ccco3)CC2)cc1 | 2% | -4.8% | -5% | 4.3% | 29% | -0.7% | 16% | 8% | 10%

Screens (PubChem)
